POLH inh: blocks human DNA polymerase eta activity | hit rate 1.2% among 390,000 | AID 588591 | Q9Y253 | Potency, µM (doses to about 114 µM), for the others: at the top dose activity change, negative = inhibition, usual class: inhibitors | recombinant Pol eta, fluorescent DNA replication assay; note: potency is the fitted concentration of half-maximal effect; % is set by controls: 0 for no effect and ±100 for the full control effect
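Pol eta at 10 nM preincubated with compounds 15 min at room temperature; reaction started with fluorescent substrate (50 nM final) and read kinetically at 0 and 10 min.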
APE1 inh: inhibitors of human APE1 endonuclease. hit rate 0.35% among 350,000. recombinant APE1, TAMRA/BHQ-2 abasic DNA cleavage fluorescence. Potency, µM (titrated, usually from 65.8 µM), without a hit: at the top dose activity change, negative = inhibition, hits mostly inhibitors;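 note: potency is the fitted concentration of half-maximal effect; plate controls were vehicle for no effect and reference inhibitor for full effect; nearly all actives have a fitted effect of over 55% in size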
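Step 1: APE1 (0.75 nM) with compound, 15 min RT. Step 2: add 50 nM fluorophore/quencher THF duplex. Step 3: three fluorescence reads 60 s apart (525/598 nm); read 3 minus read 1 = reaction progress.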
Glioma ERSR ind: ER stress response induction in glioma; AID 602332; Potency, µM, inactives show at the highest dose activation, most hits filed as activators; U87-MG GRP78 promoter luciferase reporter, 16 h; hit rate 0.02% among 420,000; note: potency is the fitted concentration of half-maximal effect; series mostly up to about 76 µM; % of control where 0% means no effect; nearly all actives have a fitted effect of over 35% in size
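ERSR induction read as luciferase luminescence (Bright-Glo, 10 min at room temperature) in stably transfected human U87-MG glioma cells exposed to compounds for 16 h, using GRP78 as sensor.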
LDHA inh: LDHA (human) enzyme inhibition; P00338; purified LDHA, NADH/diaphorase-resazurin fluorescence; hits give low values; activity change, % (values are at about 110 or 230 µM); hit rate 0.15% among 480,000; AID 1347041; in the data active = activity change below about -30%; inconclusive = mostly about -25% to -30%;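 note: plate controls were DMSO wells for no effect and wells without enzyme for full effect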
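LDH5 2 nM; NADH 0.06 mM, pyruvate 0.2 mM; 200 mM Tris pH 7.4, EDTA, Tween-20; 5 min RT. Detection: diaphorase 0.133 mg/mL + resazurin 37 µM, fluorescence ex540/em590 at 0 and 20 min; normalized to enzyme-free and DMSO wells.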
Apoferritin bind: candidate novel general anesthetic via apoferritin binding; AID 485281; apoferritin/1-aminoanthracene competitive binding, fluorescence; P02791; hit rate 0.074% among 350,000; Potency, µM (series often up to 77.5 µM), without a hit: top-dose activity change, negative = displacement, usual class: inhibitors; note: potency is the fitted concentration of half-maximal effect; % is set by controls: 0 for no effect and ±100 for the full control effect; nearly all actives have a fitted effect of over 20% in size
Target sequence (P02791 2-175 limits assumed): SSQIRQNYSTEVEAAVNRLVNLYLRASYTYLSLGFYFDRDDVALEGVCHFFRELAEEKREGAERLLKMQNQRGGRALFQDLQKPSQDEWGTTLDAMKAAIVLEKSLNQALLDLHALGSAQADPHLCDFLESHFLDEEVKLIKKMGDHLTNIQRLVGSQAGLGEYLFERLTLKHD
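Apoferritin-based anesthetic binding model; compound displacement of fluorescent 1-AMA measured as endpoint fluorescence after 10 minutes at room temperature, scaled to free-ligand and complex controls.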
BLM helicase inh: blocks DNA unwinding by human BLM helicase; P54132; recombinant BLM DNA unwinding, fluorescence dequenching; hit rate 0.2% among 350,000; Potency, µM (series often up to 56.1 µM), for the others: top-dose activity change, negative = inhibition, actives largely listed as inhibitors; AID 2528;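 note: potency is the fitted concentration of half-maximal effect; plate controls were vehicle for no effect and no enzyme for full effect; nearly all actives have a fitted effect of over 35% in size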
POLB inh: blocks human DNA polymerase beta activity; Potency, µM (doses to about 114 µM), for inactives: top-dose activity change, negative = inhibition, usual class: inhibitors; hit rate 1.3% among 340,000; P06746; Pol beta primer extension/strand displacement, fluorescence kinetic; AID 485314; note: potency is the fitted concentration of half-maximal effect; % is set by controls: 0 for no effect and ±100 for the full control effect
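Human Pol beta at 10 nM; strand-displacement substrate 50 nM final. Compound exposure 15 min at room temperature before start, reaction 10 min at room temperature.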
Pol iota inh: DNA polymerase iota (human) inhibition. hit rate 1% among 390,000. Potency, µM (highest dose often 115 µM), for inactives: top-dose activity, negative = inhibition, actives largely listed as inhibitors. Q9UNA4. Pol iota fluorescent replication assay, 10 min; note: potency is the fitted concentration of half-maximal effect
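Fluorescent replication assay read twice, at 0 min and 10 min after adding 50 nM (final) substrate. Enzyme (10 nM) and compounds were first incubated 15 min at room temperature; enzyme-free buffer wells were negative controls.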
Pol kappa inh: inhibitors of human DNA polymerase kappa. Q9UBT6. purified Pol kappa, fluorescent DNA synthesis assay, 10 min. Potency, µM (highest dose often 107 µM), inactives show at the highest dose activity, negative = inhibition, actives largely listed as inhibitors. hit rate 0.53% among 400,000; note: potency is the fitted concentration of half-maximal effect; % is set by controls: 0 for no effect and ±100 for the full control effect
Target sequence (Q9UBT6 whole entry, looked up): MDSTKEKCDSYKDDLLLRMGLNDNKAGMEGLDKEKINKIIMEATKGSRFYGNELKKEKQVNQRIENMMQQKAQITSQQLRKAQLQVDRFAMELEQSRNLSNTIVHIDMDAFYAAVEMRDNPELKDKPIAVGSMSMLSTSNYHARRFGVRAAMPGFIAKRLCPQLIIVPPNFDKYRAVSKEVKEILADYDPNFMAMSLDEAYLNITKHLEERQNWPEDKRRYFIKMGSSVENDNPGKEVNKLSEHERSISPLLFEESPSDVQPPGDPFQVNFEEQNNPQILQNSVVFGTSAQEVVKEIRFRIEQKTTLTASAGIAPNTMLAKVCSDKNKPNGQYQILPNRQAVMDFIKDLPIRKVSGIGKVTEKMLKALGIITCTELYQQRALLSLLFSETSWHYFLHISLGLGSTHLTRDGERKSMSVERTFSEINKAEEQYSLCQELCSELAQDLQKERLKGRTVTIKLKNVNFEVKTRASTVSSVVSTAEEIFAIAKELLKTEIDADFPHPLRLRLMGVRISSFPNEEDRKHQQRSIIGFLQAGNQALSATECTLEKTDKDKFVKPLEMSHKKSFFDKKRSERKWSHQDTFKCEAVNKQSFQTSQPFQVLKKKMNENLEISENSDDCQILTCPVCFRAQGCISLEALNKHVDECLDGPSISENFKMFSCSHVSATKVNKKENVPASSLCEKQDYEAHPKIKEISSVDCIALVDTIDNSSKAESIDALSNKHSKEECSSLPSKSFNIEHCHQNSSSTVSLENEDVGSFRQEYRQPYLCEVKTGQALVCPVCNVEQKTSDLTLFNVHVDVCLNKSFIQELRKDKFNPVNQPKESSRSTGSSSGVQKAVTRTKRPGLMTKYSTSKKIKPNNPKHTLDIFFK
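Readout: fluorescence, taken kinetically at 0 and 10 min. Conditions: 10 nM Pol kappa, 15 min RT compound preincubation, 50 nM substrate final. Controls: enzyme-free buffer wells.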
Numbers without * were called inactive; ? = inconclusive; · = not tested or not shown; & = joins results of further samples; [ ] = remark or other dose. Unless noted, calls come from the whole dose curve; as a rule, active = well fitted curve in the direction sought with a large enough effect; inconclusive = small, poorly fitted or top-dose-only effect, or another doubt; inactive = no such curve, though single readings can be large; an effect the other way counts as inactive or inconclusive. This is a subset; rates above refer to the full screens.

SMILES	POLH inh	APE1 inh	Glioma ERSR ind	LDHA inh	Apoferritin bind	BLM helicase inh	POLB inh	Pol iota inh	Pol kappa inh
O=C(COC(=O)C1Cc2ccccc2CN1C(=O)c1ccccc1)Nc1ccc(SC(F)F)cc1 (stereo unspecified)	?	23%	-2%	-11	4%	-4%	-4%	4%	-8%
O=C(CSc1nnc(-c2ccncc2)n1C1CCCCC1)Nc1cccc(O)c1	-3%	-1%	-1%	-20	-16%	-1%	0%	6%	-5%
Cc1cccc(COC(=O)CCCNC(=O)c2ccc(Cl)cc2)c1	-7%	0%	-5%	-4	·	·	·	17%	-4%
C[N+]1(C2CCC3CCCC2C3O)CCCC1 (stereo unspecified)	-10%	1%	-5%	-9	-9%	1%	10%	-4%	-2%
CC(=O)c1ccc(NC(=O)Nc2cccc3ccccc23)cc1	-3%	10%	6%	2	-8%	1%	-3%	25%	-9%
COC(=O)c1ccc(C(=O)OC)c(NC(=O)CSc2n[nH]c(N)n2)c1	-11%	-4%	-3%	-1	·	·	·	47%[activator]	0%
CC(=O)Nc1ccc(NC(=O)COc2ccc(S(=O)(=O)N3CCCC3)cc2)cc1	-16%	-5%	-3%	-4	1%	-6%	26%	-4%	1%
COc1ccc(Cl)cc1NC(=O)CCCS(=O)(=O)c1nc(-c2ccc(OC)c(OC)c2)cc(C(F)(F)F)n1	-6%	·	-10%	-6	63%[activator]	0%	-2%	-8%	6%
COc1ccc(CNc2ncc(-c3ccccc3)n2C)c2ccccc12	-7%	-13%	-6%	-7	-17%	-1%	32%	7%	3%
Cc1ccc2c(C)c(C(=O)N(C)C(C)c3ccncn3)oc2c1C (stereo unspecified)	-12%	14%	5%	-1	-13%	1%	90%	37%[activator]	3%
O=C(COC(=O)C1CCN(S(=O)(=O)c2cccs2)CC1)Nc1ccc(F)c(F)c1F	-17%	26%	-1%	-2	·	·	·	28%	-5%
Cc1noc(C)c1C(=O)N(CC(=O)Nc1ccc(Cl)c(C(F)(F)F)c1)Cc1ccco1	-19%	-22%	-5%	1	·	·	·	-35%	-6%
COc1cc2c(Nc3ccc(NC(=O)c4ccccc4)cc3)ncnc2cc1OCCCN1CCOCC1	·	-2%	-5%&-2%	-4	-21%	-14%	·	-1%	?
O=C(c1cc(S(=O)(=O)N2CCOCC2)ccc1F)N1CCCc2ccccc21	2%	3%	-3%	-2	4%	2%	-5%	0%	-4%
CCOC(=O)C1CCCN(C(=S)Nc2ccc(C)cc2C)C1 (stereo unspecified)	7%	-1%	-1%	-1	-11%	1%	-11%	11%	-5%
CC1CCCN(C(=O)COC(=O)C2CCN(S(=O)(=O)c3ccc(Cl)c(C(F)(F)F)c3)CC2)C1 (stereo unspecified)	-2%	4%	-3%	-2	·	·	·	18%	-13%
CCN(CC)CCNC(=O)c1ccc(NC(=O)c2cc(S(=O)(=O)N3CCCCC3)ccc2C)cc1	-24%	-10%	-5%	-1	·	·	·	1%	-5%
Nc1cc(N)nc(SCc2nnnn2-c2ccc(Cl)cc2)n1	-4%	6%	5%	2	7%	5%	5%	12%	2%
COc1ccc(NC(=O)CN2CCC(C(=O)c3ccc(C)cc3)CC2)c(OC)c1	-24%	39%[12.4 µM]	-6%	0	-7%	-5%	-1%	31%[activator]	-5%
O=C(CS(=O)(=O)c1ccccc1)Nc1ccc(N2CCOCC2)cc1	-14%	3%	0%	-3	-3%	-2%	-2%	27%	-5%
CN(C)CCNC(=O)c1sc2nc(-c3ccccc3)cc(C(F)(F)F)c2c1N	?	2%	-6%	-3	-11%	-6%	3%	-8%	-7%
CC(=O)NN1C(=O)c2ccc(Oc3ccc4c(c3)C(=O)N(NC(C)=O)C4=O)cc2C1=O	·	-1%	·	·	-5%	-3%	11µM*	·	·
COc1cc(Cl)c(C)cc1NC(=O)Cc1cccs1	-15%	4%	-4%	-2	-14%	-5%	-14%	106%[activator]	-1%
COc1ccccc1CNC(=O)Cn1cc(Br)ccc1=O	-23%	3%	1%	-5	2%	-11%	51%	24%	4%
Cc1ccc(C(=O)C[n+]2ccccc2)cc1	-20%	29%	3%	-4	-2%	0%	-2%	10%	8%
SMILES	POLH inh	APE1 inh	Glioma ERSR ind	LDHA inh	Apoferritin bind	BLM helicase inh	POLB inh	Pol iota inh	Pol kappa inh
CN(C)CCOC1c2ccccc2C=Cc2ccccc21	-14%	·	-12%	-6	·	·	·	1%	-5%
CCOc1cc(C(=O)Nc2ccc(-c3nc4ccccc4s3)cc2Cl)cc(OCC)c1OCC	-18%	·	-2%	-3	-9%	-8%	-11%	-8%	5%[60.1 µM]
CC1CN(C(=O)N[C@@H](Cc2ccccc2)C(=O)O)CC(C)O1 (stereo partly specified)	-10%	2%	7%	-2	-19%	-2%	57%	-14%	5%
CCc1ccc(S(=O)(=O)Nc2ccncc2)cc1	-15%	3%	-7%	-7	-9%	1%	96%	25%	-1%
CCOC(=O)N1CCN(C(=O)C2CCC(=O)N(Cc3cccc(C(F)(F)F)c3)C2)CC1 (stereo unspecified)	-17%	18%	-3%	-13	-6%	-2%	4%	35%[activator]	-9%
Cc1ccc(S(=O)(=O)N2CC(=O)Nc3ccccc32)cc1	-3%	17%	-4%	-9	-11%	-6%	26%	67%[activator]	-8%
COc1ccccc1NC(=S)N(Cc1ccccc1)Cc1cccnc1	-8%	3%	-4%	-5	-11%	0%	-11%	51%[activator]	-8%
Cc1onc(-c2c(Cl)cccc2Cl)c1C(=O)N1CCSCC1	-12%	0%	-2%	-6	4%	-2%	27%	47%[activator]	-8%
CCCCNC(=O)Cn1nc(C)c(S(=O)(=O)N2CCOCC2)c1C	-17%	25%	5%	-8	·	·	·	2%	4%
CCCOc1cccc(C(=O)Nc2ccc(-c3cc4ccccc4oc3=O)c(C)c2)c1	-9%	·	-4%	-3	63%[activator]	-9%	4%	25%	-14%
CCCn1nnc(NC(=S)NC(=O)/C=C/c2ccco2)n1	?	?	-5%	3	-13%	-1%	?	?	50µM*
Cc1ccc(-c2cc(C(=O)Nc3cc(C)on3)no2)cc1	-4%	-5%	-2%	-2	-6%	-1%	21%	-15%	6%
Cc1ccc(C)c(Cn2nnc3c(=O)[nH]c(C4CCN(S(=O)(=O)c5ccc(S(=O)(=O)N(C)C)cc5)CC4)nc32)c1	-7%	53%[activator][12.4 µM]	-3%	-3	-7%	-5%	-1%	?	-12%
COCCCNC(=O)c1cn(-c2cccc(OC)c2)c(=O)c2ccccc12	-11%	5%	-4%	-1	8%	-1%	4%	2%	-2%[60.1 µM]
CC1CCN(C(=O)Cn2c(=O)n(-c3ccc(Cl)cc3)c(=O)c3c4c(sc32)CCC4)CC1	-1%	·	-5%	0	-10%	-4%	-25%	-14%	-2%
CC(NC(=O)c1ccccc1F)c1nnc(SCC(=O)NC2CCCCC2)n1C (stereo unspecified)	-29%	29%	-3%	-11	-2%	-5%	35%	4%	7%
Cc1ccc(OC(C)C(=O)N2CCN(CCc3ccccn3)CC2)cc1C (stereo unspecified)	-12%	·	-1%	-2	-7%	1%	24%	12%	5%
COc1ccc(/C=C/C(=O)N2CCN(c3ccccc3)CC2)cc1S(=O)(=O)N1CCOCC1	-20%	-1%	-5%	1	-16%	-2%	6%	22%	-18%
O=C(C1=NN[C@@H]2C(=O)N(c3ccccc3C(F)(F)F)C(=O)[C@H]12)C(c1ccccc1)c1ccccc1	-8%	5%	-5%	-2	-1%	1%	-18%	-2%	-22%
C#CCOCCOCCOCCNc1nc(N2CCN(C(=O)Cn3cc(CCCCN)nn3)CC2)nc(N2CCN(C(=O)[C@H]([C@@H](C)CC)n3cc(CCCCN)nn3)CC2)n1	-10%	40%	-2%	-2	·	·	·	?	2%

Some of the entries so far, with two lines to a compound:
Every second line gives: POLH inh, APE1 inh, Glioma ERSR ind, LDHA inh, Apoferritin bind, BLM helicase inh, POLB inh, Pol iota inh, Pol kappa inh
- Cc1ccc(C)c(Cn2nnc3c(=O)[nH]c(C4CCN(S(=O)(=O)c5ccc(S(=O)(=O)N(C)C)cc5)CC4)nc32)c1
 : -7%, 53%[activator][12.4 µM], -3%, -3, -7%, -5%, -1%, ?, -12%
- COCCCNC(=O)c1cn(-c2cccc(OC)c2)c(=O)c2ccccc12
 : -11%, 5%, -4%, -1, 8%, -1%, 4%, 2%, -2%[60.1 µM]

Part of the list above in order of SMILES length, smallest number first:
SMILES	POLH inh	APE1 inh	Glioma ERSR ind	LDHA inh	Apoferritin bind	BLM helicase inh	POLB inh	Pol iota inh	Pol kappa inh
Cc1ccc(S(=O)(=O)N2CC(=O)Nc3ccccc32)cc1	-3%	17%	-4%	-9	-11%	-6%	26%	67%[activator]	-8%
Cc1ccc2c(C)c(C(=O)N(C)C(C)c3ccncn3)oc2c1C (stereo unspecified)	-12%	14%	5%	-1	-13%	1%	90%	37%[activator]	3%
O=C(CSc1nnc(-c2ccncc2)n1C1CCCCC1)Nc1cccc(O)c1	-3%	-1%	-1%	-20	-16%	-1%	0%	6%	-5%
CN(C)CCNC(=O)c1sc2nc(-c3ccccc3)cc(C(F)(F)F)c2c1N	?	2%	-6%	-3	-11%	-6%	3%	-8%	-7%
CCCOc1cccc(C(=O)Nc2ccc(-c3cc4ccccc4oc3=O)c(C)c2)c1	-9%	·	-4%	-3	63%[activator]	-9%	4%	25%	-14%
CC(=O)Nc1ccc(NC(=O)COc2ccc(S(=O)(=O)N3CCCC3)cc2)cc1	-16%	-5%	-3%	-4	1%	-6%	26%	-4%	1%
CCOC(=O)N1CCN(C(=O)C2CCC(=O)N(Cc3cccc(C(F)(F)F)c3)C2)CC1 (stereo unspecified)	-17%	18%	-3%	-13	-6%	-2%	4%	35%[activator]	-9%
CC1CCN(C(=O)Cn2c(=O)n(-c3ccc(Cl)cc3)c(=O)c3c4c(sc32)CCC4)CC1	-1%	·	-5%	0	-10%	-4%	-25%	-14%	-2%
CC1CCCN(C(=O)COC(=O)C2CCN(S(=O)(=O)c3ccc(Cl)c(C(F)(F)F)c3)CC2)C1 (stereo unspecified)	-2%	4%	-3%	-2	·	·	·	18%	-13%

Screening data as filed in PubChem.
